mIDH1 inhibitor: human IDH1 R132H inhibition. AID 602179. IDH1-R132H enzyme, NADPH consumption, diaphorase/resazurin fluorescence. Potency, µM (doses to about 76.6 µM), for inactives: top-dose activity change, negative = inhibition, actives largely listed as inhibitors. actives 0.093% (n = 390,000). O75874; also: % is scaled to controls: 0 for no effect and ±100 for the full control effect; nearly all actives have a fitted effect of over 65% in size
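IDH1-R132H (0.5 ug/mL dispensed) in pH 7.5 Tris buffer was preincubated 30 min with compound, then given a substrate mix of 0.016 mM NADPH and 2 mM alpha-KG for 80 min at room temperature; remaining NADPH was read by diaphorase/resazurin fluorescence.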
RXFP1 ag: RXFP1 (human) receptor agonism. Q9HBX9. actives 0.3% (n = 370,000). HEK293T-RXFP1 cAMP TR-FRET, 30 min; response scale: percent of porcine relaxin response, buffer zero. Potency, µM (doses to about 57.5 µM), for the others: at the highest dose activation, most hits filed as activators; also: % is scaled to controls: 0 for no effect and ±100 for the full control effect; nearly all actives have a fitted effect of over 60% in size; many of its hits are not listed in these tables
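HEK293T cells stably expressing RXFP1 were pretreated with the PDE4 inhibitor Ro 20174, exposed to compounds for 30 min at 37C, lysed, and cAMP was read by TR-FRET. Data normalized to buffer (basal) and 29 nM porcine relaxin (100%).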
RGS4 inhibitor: inhibitors of human regulator of G protein signaling 4; P49798; Transcreener GDP fluorescence polarization, RGS4-accelerated GTP hydrolysis; Potency, µM (titrated, usually from 114 µM), without a hit: at the highest dose activity change, negative = inhibition, actives largely listed as inhibitors; actives 0.039% (n = 390,000); AID 504845; also: % is scaled to controls: 0 for no effect and ±100 for the full control effect; nearly all actives have a fitted effect of over 75% in size; some results filed as inactive show a strong effect at the top dose
Target sequence (P49798 whole entry, looked up): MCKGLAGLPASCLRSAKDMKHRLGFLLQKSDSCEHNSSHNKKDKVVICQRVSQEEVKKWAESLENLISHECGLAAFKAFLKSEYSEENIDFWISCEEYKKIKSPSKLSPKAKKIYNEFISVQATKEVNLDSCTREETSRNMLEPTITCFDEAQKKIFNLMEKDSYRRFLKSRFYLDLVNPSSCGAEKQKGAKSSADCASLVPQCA
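MLSMR compounds (23 nl, pin-transferred) preincubated 10 min at room temperature with a 500nM (2x) first reagent, then RGS4 at 900nM (2x) plus Transcreener GDP mix added; fluorescence polarization (620/688 nm) read before and after 90 min at 30 °C.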
USP1 inh: inhibitors of human USP1/UAF1 deubiquitinase; O94782; recombinant USP1/UAF1, Ub-Rhodamine cleavage fluorescence; Potency, µM (doses to about 57.1 µM), inactives show at the top dose activity change, negative = inhibition, actives largely listed as inhibitors; actives 0.23% (n = 390,000); AID 743255; also: % is scaled to controls: 0 for no effect and ±100 for the full control effect; nearly all actives have a fitted effect of over 60% in size; inactives centre near -12
Target sequence (O94782 whole entry, looked up): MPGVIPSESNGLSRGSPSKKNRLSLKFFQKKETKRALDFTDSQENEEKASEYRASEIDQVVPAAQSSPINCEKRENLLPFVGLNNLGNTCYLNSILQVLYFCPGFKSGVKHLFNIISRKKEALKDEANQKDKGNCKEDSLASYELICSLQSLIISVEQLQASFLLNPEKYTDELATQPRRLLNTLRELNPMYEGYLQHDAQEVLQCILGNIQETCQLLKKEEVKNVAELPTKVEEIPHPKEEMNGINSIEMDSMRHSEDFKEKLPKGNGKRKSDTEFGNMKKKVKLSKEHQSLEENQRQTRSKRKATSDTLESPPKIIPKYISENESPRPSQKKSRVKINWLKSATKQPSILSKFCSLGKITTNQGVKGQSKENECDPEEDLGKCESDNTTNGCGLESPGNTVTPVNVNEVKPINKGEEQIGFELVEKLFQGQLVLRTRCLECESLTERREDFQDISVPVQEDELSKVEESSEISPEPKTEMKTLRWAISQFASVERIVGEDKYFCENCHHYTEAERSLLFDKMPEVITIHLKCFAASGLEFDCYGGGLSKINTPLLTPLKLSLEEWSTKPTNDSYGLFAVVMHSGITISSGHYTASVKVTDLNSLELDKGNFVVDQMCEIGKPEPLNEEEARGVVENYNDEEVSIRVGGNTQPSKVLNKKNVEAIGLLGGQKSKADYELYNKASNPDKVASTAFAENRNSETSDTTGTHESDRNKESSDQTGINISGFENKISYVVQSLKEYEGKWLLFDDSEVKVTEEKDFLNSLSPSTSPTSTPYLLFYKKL
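USP1/UAF1 complex at 1 nM was preincubated with compound for 15 min at room temperature, then Ub-Rho substrate (150nM final) was added. Fluorescence (480/540 nm) was read kinetically, 6 reads every 60 seconds.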
Vif-APOBEC3F blk: Vif-A3F binding inhibition. HeLa A3F-eYFP + Vif (tagged APOBEC3F with the HIV-1 protein that degrades it), YFP fluorescence increase. Potency, µM (doses to about 46.1 µM), for inactives: at the highest dose activity, negative = active. actives 0.2% (n = 390,000); also: % of control where 0% means no effect; nearly all actives have a fitted effect of over 65% in size
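HeLa cells stably expressing Vif plus C-terminally eYFP-tagged A3F were seeded, incubated overnight at 37 deg C, dosed with compound, incubated overnight again at 37 deg C. Yellow fluorescence (Ex 488/Em 500-530) reported blocked Vif-mediated A3F-eYFP degradation.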
rTrxR1 inhibitor: rat TrxR1 inhibition | AID 588453 | Potency, µM (top dose mostly 114 µM), for inactives: at the highest dose activity change, negative = inhibition, most hits filed as inhibitors | recombinant rTrxR1, NADPH fluorescence consumption, selenite substrate | actives 1% (n = 390,000) | O89049; also: % is scaled to controls: 0 for no effect and ±100 for the full control effect; nearly all actives have a fitted effect of over 65% in size
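Rat TrxR1 (90 nM in the dispensed reagent) was pre-reduced with 400 uM NADPH for 5 min at room temperature, then incubated with compound for 15 min. After 400 uM selenite was added, NADPH fluorescence (Ex 340/Em 450 nm) was followed for 8 min.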
TrxR1 substrate: is turned over as a substrate by rat TrxR1. O89049. purified TrxR1 substrate turnover, NADPH consumption readout. Potency, µM (doses to about 114 µM), without a hit: top-dose activity change, negative = substrate turnover. actives 0.01% (n = 390,000); also: % is scaled to controls: 0 for no effect and ±100 for the full control effect; nearly all actives have a fitted effect of over 50% in size
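Rat TrxR1, dispensed at 90 nM, was prereduced with 400 uM NADPH (final) for 5 min at ~22 deg C, then incubated with compound 15 min before 400 uM selenite. A first-read NADPH fluorescence drop versus no-compound background flagged substrates.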
ALOX12 inh: blocks human arachidonate 12S-lipoxygenase | AID 1671190 | P18054 | Potency, µM (series often up to 108 µM), for inactives: top-dose activity change, negative = inhibition, actives largely listed as inhibitors | purified 12hLO, xylenol orange hydroperoxide absorbance | actives 1.1% (n = 580,000); also: % is scaled to controls: 0 for no effect and ±100 for the full control effect
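Purified human 12hLO (150 nM final) in 25 mM Hepes, 0.01% Triton X-100, pH 7.0 was preincubated 15 min at room temperature with compound. Then 40 uM arachidonic acid was added, 30 min. Hydroperoxide was read by Fe-XO absorbance ratio 573/405 nm.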
Vif-APOBEC3G blk: Vif-A3G binding inhibition; Q9HC16; HeLa A3G-eYFP + Vif (tagged APOBEC3G with the HIV-1 protein that degrades it), YFP fluorescence, overnight; Potency, µM (top dose mostly 46.1 µM), for inactives: top-dose activity, negative = active, most hits filed as inhibitors; actives 0.076% (n = 410,000); AID 602310;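 also: % is scaled to controls: 0 for no effect and ±100 for the full control effect; nearly all actives have a fitted effect of over 60% in size; hits raise eYFP signal because A3G escapes Vif-driven loss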
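Read-out is eYFP fluorescence (Ex 488/Em 500-530) from Vif-expressing HeLa A3G-eYFP cells; more signal means A3G escaped Vif-mediated degradation. Cells plated overnight, compound pinned in, incubated overnight at 37 deg C.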
The depositor's hits bear a star; i = inactive; ? = inconclusive; . = not tested or not shown; & = joins results of further samples; [ ] = dose if it differs, or a comment. Calls follow the shape of the dose curve; as a rule, active = well fitted curve in the direction sought with a large enough effect; inconclusive = small, poorly fitted or top-dose-only effect, or another doubt; inactive = no such curve, though single readings can be large; an effect the other way counts as inactive or inconclusive. Potency is read from the fitted curve at half-maximal effect.

SMILES	mIDH1 inhibitor	RXFP1 ag	RGS4 inhibitor	USP1 inh	Vif-APOBEC3F blk	rTrxR1 inhibitor	TrxR1 substrate	ALOX12 inh	Vif-APOBEC3G blk
CC(=O)N1CCC(=NNS(=O)(=O)c2cccc([N+](=O)[O-])c2)CC1	-3%	0.3%	5%	-17%	-2%	-29%	-14%	-20%	0%
CSc1nc2c(cc1C#N)CCC2	10%	5.4%	28%	-8%	11%	0%[57.1 µM]	8%[57.1 µM]	?	-5%
COc1ccc(CNC(=O)Cc2c(C(=O)O)[nH]c3ccccc23)cc1	11%	0.9%	-16%	?	-2%	22%	22%	-5%	1%
CC(Sc1n[nH]c(-c2cccs2)n1)C(=O)N1CCCC1 (configuration not stated)	-8%	.	8%	-12%	0%	23%	6%	-26%	5%
O=C(NCCCN1CCN(c2ccccc2F)CC1)C1CCC(=O)N1C1CCCCC1 (configuration not stated)	-3%	-0.8%	-12%	-1%	-9%	19%	-1%	13%	0%
Cc1cc(=O)n2nc(N(C)CC(=O)NCc3ccc(Cl)cc3)sc2n1	-4%	6.5%	14%	-5%	10%	-5%	-5%	-1%	4%
COc1ccc(OC)c(NC(=O)CN(c2ccc(C)cc2)S(=O)(=O)c2c(C)noc2C)c1	5%	-0.2%	-35%	-23%	.	17%	0%	0%	1%
COc1ccc(-c2cc(C(=O)N3CCN(c4ccccc4F)CC3)c3ccccc3n2)c(OC)c1	7%	1.2%	-6%	?	1%	9%	34%[activator]	?	1%
O=C(Cn1cnc2onc(-c3ccc(F)cc3)c2c1=O)N1CCN(c2ccccc2F)CC1	4%	-0.7%	-3%	-17%	1%	23%	-4%	-6%	0%
CCN(CC)CCCNC(=O)Cn1ncc2c3ccccc3n(Cc3ccccc3)c2c1=O	-8%	-2.0%	7%	?	2%	-18%	-10%	?	3%
CCCc1cc(=O)[nH]c(SCc2nc(-c3ccccc3)no2)n1	18%	4.5%	-7%	-10%	1%	22%[57.1 µM]	9%[57.1 µM]	-29%	-4%
Cc1ccc(-n2nc3c(=O)n(CCCC(=O)NCCc4ccccc4)nc(C)c3c2C)cc1	5%&-14%	-2.8%&3.7%	19%&5%	-10%&-21%	-14%&7%	23%&24%	2%&6%	?	-5%&10%
Cc1nc(=O)c(-c2ccccc2)c(C)n1-c1ccc(C(=O)O)cc1	16%	0.3%	14%	-16%	-2%	-8%	-4%	0%	-5%
COC(=O)CC1C(=O)NCCN1C(=S)Nc1ccc(F)cc1 (configuration not stated)	5%	2.8%	-12%	-21%	-7%	9%	2%	62%[activator]	-5%
CC12CCC(C(=O)Nc3nccs3)(OC1=O)C2(C)C (configuration not stated)	1%	-0.7%	-19%	-13%	-7%	3%	0%	0%	0%
CC(C)(C)S(=O)(=O)N1C[C@H]2CC/C=C\C/C=C\2[C@@H]1CCO	5%	.	.	-26%	-1%	.	.	2%	-5%
COc1cccc2cc(C(=O)N3CCCCC3C)c(=O)oc12 (configuration not stated)	2%	3.1%	-23%	-7%	.	-5%	-3%	10%	1%
O=C(C1CCN(S(=O)(=O)Cc2ccccc2)CC1)N1CCCc2ccccc21	8%	0.9%	-8%	-13%	.	10%	5%	-19%	1%
O=C1CCNCCN1[C@H](CO)c1ccccc1	-4%	1.9%	12%	4%	0%	?	-1%&2%	21%	2%&2%
O=c1[nH]c(C2CCN(S(=O)(=O)c3ccc([N+](=O)[O-])cc3)CC2)nc2c1nnn2Cc1ccccc1	-8%	-1.1%	-8%	?	1%	22%	2%	-13%	0%
O=C(CSc1cn(CCNC(=O)c2ccccc2F)c2ccccc12)NCC1CCCO1 (configuration not stated)	-2%	0.2%	-3%	-19%	0%	14%	4%	-2%	-2%
CC1CCCCN1S(=O)(=O)c1ccc2c(c1)CCN2C(=O)C1CCC1 (configuration not stated)	-3%	5.4%	-2%	-4%	1%	3%[57.1 µM]	-1%[57.1 µM]	0%	2%
c1cnn(-c2cc(N3CCOCC3)ncn2)c1	0%	0.0%	6%	-3%	0%	-6%	-5%	-6%	-2%
C[C@H](CO)N1C[C@H](C)[C@@H](CN(C)S(=O)(=O)c2ccccc2)Oc2ccc(NC(=O)CCC(F)(F)F)cc2C1=O	-8%	.	2%	-19%	2%	10%[57.1 µM]	6%[57.1 µM]	-4%	1%
O=C(Nc1ccc(Cl)c(Cl)c1)c1cc(S(=O)(=O)N2CCN(c3cccc(Cl)c3)CC2)ccc1F	-11%	-0.2%	-12%	-8%	-1%	12%[57.1 µM]	-1%[57.1 µM]	-1%	-4%

The listing continues.
SMILES	mIDH1 inhibitor	RXFP1 ag	RGS4 inhibitor	USP1 inh	Vif-APOBEC3F blk	rTrxR1 inhibitor	TrxR1 substrate	ALOX12 inh	Vif-APOBEC3G blk
Cc1csc2nc(COC(=O)CNC(=O)c3ccccc3)cc(=O)n12	0%	?	-9%	-3%	-26%	1%[57.1 µM]	4%[57.1 µM]	-15%	0%
O=S(=O)(c1ccccc1)c1nc(Cc2ccccc2)oc1N1CCOCC1	-6%	-0.6%	-31%	0%	2%	1.6µM*	-3%	10%	-3%
O=C(COc1cc(=O)n2c(n1)SCCC2)c1ccccc1	-2%	1.5%	-32%	-12%	4%	5%	5%	0%	4%
CN(c1ccc(C(=O)N2CCN(Cc3ccccc3)CC2)cc1)S(=O)(=O)c1ccccc1	-8%	-1.9%	21%	-10%	-5%	-24%	-11%	-8%	2%
COc1ccc(NC(=S)NCCc2ccc(Cl)cc2)c(OC)c1	8%	-0.1%	-13%	-14%	0%	-2%	-4%	-36%	2%
Cc1ccc(Cn2c(CN3CCC(C(=O)NCC(C)c4ccccc4)CC3)cc3ccccc32)cc1 (configuration not stated)	19%	1.5%	19%	-18%	3%	12%[57.1 µM]	0%[57.1 µM]	-21%	1%
N#Cc1cccc(S(=O)(=O)Nc2c(NC3CCCCC3)c3ccccc3oc2=O)c1	-8%	1.5%	-17%[56.9 µM]	-25%	-1%	19%[57.1 µM]	5%[57.1 µM]	.	2%
Cc1nnc(CN(C)C(=O)CC2C(=O)NCCN2Cc2ccccc2C)o1 (configuration not stated)	-8%	0.3%	-9%	-17%	-8%	?	7%	13%	0%
COc1ccc(S(=O)(=O)N2CCOC2CNC(=O)C(=O)NCc2ccncc2)cc1C (configuration not stated)	3%	.	-10%	-13%	-4%	-6%	1%	475%[activator]	1%
Cc1nnc(NC(=O)c2c(-c3ccccc3Cl)noc2C)s1	2%	-0.1%	10%	?	11%	16%[57.1 µM]	5%[57.1 µM]	?	-2%
O=C(COc1ccccc1F)Nc1ccc(S(=O)(=O)N2CCCC2)cc1	2%	1.4%	-25%	-25%	-2%	36%[activator]	8%	i	1%
Cc1cccc(OC2(c3ccccc3)OC(=O)c3ccccc32)c1C (configuration not stated)	6%	-5.7%	-4%	-22%	-16%	11%	4%	16%	0%
O=C(NCCc1c[nH]c2ccccc12)C(=O)NCC(c1ccco1)N1CCN(c2ccc(F)cc2)CC1 (configuration not stated)	-4%	-0.2%	27%	-13%	-3%	-6%	-4%	0%	-4%
CC(=O)NC(CC(=O)Nc1nc(-c2ccc(N(C)S(C)(=O)=O)cc2)cs1)c1ccccc1 (configuration not stated)	7%	2.7%	-21%	-24%	-4%	12%	5%	?	-1%
COC(=O)c1cc(-c2ccc(F)cc2)n(-c2ccccc2)n1	3%	-4.3%	-13%[56.9 µM]	-9%	18%	8%	1%	6%	1%
Cn1cc(CN2CCCC(CO)(Cc3ccccc3)C2)c2ccccc21 (configuration not stated)	-3%	-0.4%	-22%	?	-5%	9%[57.1 µM]	5%[57.1 µM]	0%	1%
Cc1ccc(F)cc1NC(=O)CN1CCN(c2ccccn2)CC1	0%	-2.9%	3%	-17%	-49%	17%[57.1 µM]	9%[57.1 µM]	1%	2%
CC1=C(C(=O)Nc2ccccc2F)C(c2ccsc2)C2=C(CC(C)(C)CC2=O)N1 (configuration not stated)	-2%	1.6%	2%	-7%	-4%	3%	14%	-17%	?
O=C(c1ccc(F)cc1)N1CCCC(C(=O)N2CCCCC2)C1 (configuration not stated)	-3%	-0.1%	12%	-15%	6%	30%	-4%	17%	2%
Cn1nnc(NC(=S)NC(=O)c2ccc3ccccc3c2)n1	-5%	.	.	-23%	0%	.	.	11µM*	0%
COc1ccc(CCNC(=O)Cc2c(Cl)cccc2Cl)cc1	1%	3.6%	-22%	-4%	-8%	21%[57.1 µM]	-4%[57.1 µM]	-29%	0%
O=C(O)CCc1nc(-c2ccccc2Cl)no1	-2%	-1.7%	-11%	-23%	-13%	-2%	-4%	0%	0%

Arranged by the number under ALOX12 inh (descending): 3 from the list above.
smiles,ALOX12 inh
Cc1cccc(OC2(c3ccccc3)OC(=O)c3ccccc32)c1C (configuration not stated),16%
O=C(NCCc1c[nH]c2ccccc12)C(=O)NCC(c1ccco1)N1CCN(c2ccc(F)cc2)CC1 (configuration not stated),0%
CN(c1ccc(C(=O)N2CCN(Cc3ccccc3)CC2)cc1)S(=O)(=O)c1ccccc1,-8%

Not all compounds are listed; the hit share may differ from the screen's.
